Assay outcomes as filed in PubChem BioAssay.
APJ agonist: APJ receptor agonism | P35414 | CHO-K1 APJ PathHunter beta-arrestin, luminescence; 0% DMSO wells, 100% apelin | activation, % at 20 µM | actives 0.11% (n = 330,000) | AID 2520;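 active = activation more than six SD over the plate average, tested at 20 µM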;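 also: 0% = DMSO alone and 100% = apelin-13 at 10 nM; some results filed as inactive read as strong as hits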
Target sequence (P35414 whole entry, looked up): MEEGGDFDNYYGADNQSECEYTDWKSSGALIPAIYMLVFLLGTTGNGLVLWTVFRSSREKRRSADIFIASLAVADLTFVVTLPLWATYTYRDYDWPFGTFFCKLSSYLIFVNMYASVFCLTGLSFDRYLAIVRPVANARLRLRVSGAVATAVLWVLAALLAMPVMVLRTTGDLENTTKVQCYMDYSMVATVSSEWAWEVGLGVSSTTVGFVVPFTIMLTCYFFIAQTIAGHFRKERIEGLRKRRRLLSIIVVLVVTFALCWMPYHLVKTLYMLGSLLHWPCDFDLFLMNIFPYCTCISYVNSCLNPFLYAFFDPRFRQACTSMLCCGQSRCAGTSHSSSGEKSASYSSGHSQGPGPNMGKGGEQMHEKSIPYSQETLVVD
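Test system: CHO-K1 APJ beta-arrestin complementation cell line | Compound: Single test compound dose, 20 µM final, 1% DMSO | Incubation: Compound 90 min 25 °C, reagent 1 h | Measured by: beta-gal luminescence | Read-out basis: APJ–arrestin association signal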
tim23-1 inh: inhibits growth of tim23-1 mutant yeast; S. cerevisiae tim23-1 growth, BacTiter-Glo luminescence, 24 h; inhibition, % at 20 µM; actives 1.3% (n = 330,000);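 active = growth inhibition of the mutant yeast at or above 50%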;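 also: temperature-sensitive mutant grown at 25 °C; plate controls were DMSO-treated mutant yeast for no effect and medium wells lacking yeast for full effect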
CXCR6 block: inhibitors of human CXCR6 receptor | O00574 | actives 0.36% (n = 360,000) | inhibition, % at 20 µM | CHO-K1 PathHunter CXCR6 beta-arrestin, luminescence; in the data active = inhibition above about 34%, passing the limit was not always enough;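 also: antagonist mode with CXCL16 agonist at 10 nM final; 0% = 10 nM CXCL16 with DMSO and 100% = unstimulated wells without agonist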
Target sequence (O00574 whole entry, looked up): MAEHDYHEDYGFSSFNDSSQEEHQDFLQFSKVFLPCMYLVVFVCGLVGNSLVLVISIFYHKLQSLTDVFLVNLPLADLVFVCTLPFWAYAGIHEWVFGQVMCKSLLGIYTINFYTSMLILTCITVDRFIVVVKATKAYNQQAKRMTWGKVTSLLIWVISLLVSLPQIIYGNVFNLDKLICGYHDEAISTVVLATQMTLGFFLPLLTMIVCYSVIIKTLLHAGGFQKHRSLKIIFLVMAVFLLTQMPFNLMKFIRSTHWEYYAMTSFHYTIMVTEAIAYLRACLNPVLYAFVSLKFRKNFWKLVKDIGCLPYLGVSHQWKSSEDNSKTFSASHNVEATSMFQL
TIM10 inh: TIM10 yeast growth inhibition. S. cerevisiae TIM10 strain growth, BacTiter-Glo luminescence, 24 h. inhibition, % at 10 µM. actives 1.4% (n = 330,000);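 active = inhibition of 40% or more at the single tested concentration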;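 also: wild-type TIM10 isogenic control strain grown at permissive 25 °C; 0% = DMSO yeast wells and 100% = minimal medium wells without yeast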
APJ antagonist: antagonists of human APJ apelin receptor; P35414; CHO-K1 APJ beta-arrestin complementation, luminescence; inhibition, % at 20 µM; actives 0.32% (n = 330,000); AID 2521;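 active = inhibition above about 40% at 20 µM, limit read from the data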;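 also: cells challenged with 10 nM apelin-13 agonist together with compound; plate controls were apelin-13 plus DMSO wells for no effect and DMSO wells lacking apelin-13 for full effect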
UPR CHOP act: activators of apoptotic arm of unfolded protein response (CHOP) | actives 0.34% (n = 330,000) | CHO-CHOP luciferase reporter, UPR activation, luminescence; percent of tunicamycin response over DMSO baseline | activation, % at 10 µM;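 active = at 10 µM dose, activation of 40% or more, normalized to positive control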;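 also: 100% = tunicamycin at 10 µg/mL and 0% = DMSO alone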
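Assay system: CHO-CHOP cells, stable luciferase reporter of PERK-eIF2a-CHOP signalling / Buffer or medium: F12 plus 10% serum / Compound dosing: one dose, 10 µM in 0.5% DMSO / Times: 6 h compound treatment, 37 °C / Technique: luciferase luminescence / Read-out: % reporter activation, DMSO baseline versus tunicamycin full activation / Benchmarks: tunicamycin and DMSO controls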
Mdm2-MdmX inh: inhibitors of human Mdm2/MdmX interaction | O15151+Q00987 | SaOS-2 split-luciferase Mdm2/MdmX complementation, luminescence | inhibition, % at 8 µM | actives 3% (n = 330,000) | AID 485346;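 active = inhibition of at least 50% at 8 µM in the primary screen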
tim10-1 inh: inhibits growth of tim10-1 mutant yeast. S. cerevisiae tim10-1 ts strain growth, BacTiter-Glo, 24 h. inhibition, % at 20 µM. actives 2.2% (n = 330,000). AID 463190;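 active = inhibition of at least 40%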;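 also: mutant grown at 25 °C; 0% = DMSO wells with yeast and 100% = wells holding no yeast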
XBP1 UPR activ: adaptive UPR (XBP1) activation; activation, % at 20 µM; actives 0.33% (n = 330,000); CHO-XBP1 luciferase reporter, IRE1-XBP1 UPR activation, luminescence; percent of tunicamycin response, DMSO as zero;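 active = versus positive control, 20 µM dose yields 30% or more activation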;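 also: 100% = tunicamycin at 10 µg/mL and 0% = DMSO only wells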
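Material – CHO cell line with stable XBP1 luciferase reporter · Buffer or medium – F12 plus 10% FBS · Compound – single point, 20 µM final compound, 1% DMSO · Schedule – 16-18 h cell attachment at 37 °C, then 6 h compound exposure · Signal – Steady-Glo luminescence read · Benchmarks – high control tunicamycin 10 µg/mL final, low control DMSO vehicle only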
Active calls of the source: *; x = not tested or not shown.

SMILES | APJ agonist | tim23-1 inh | CXCR6 block | TIM10 inh | APJ antagonist | UPR CHOP act | Mdm2-MdmX inh | tim10-1 inh | XBP1 UPR activ
CCOC(=O)c1c(C)[nH]c(C(=O)COC(=O)C2CC2)c1C | 1.7 | 11.6 | 1.8 | 0.9 | 22.2 | 7.3 | -21.5 | 6.7 | 6.0
Cc1cccc(C)c1N(CC(=O)Nc1cccc(N(C)S(C)(=O)=O)c1)S(C)(=O)=O | -0.9 | 15.3 | -10.1 | -0.3 | -12.6 | -0.7 | 13.0 | 10.0 | -2.9
O=C(CN1CCN(Cc2ccc(Cl)cc2)CC1)N/N=C/c1cccs1 | 2.8 | -1.1 | 4.1 | 3.9 | 8.1 | -0.5 | -2.9 | 1.1 | -0.9
O=C(NCC(O)c1ccccc1)c1ccc(Cl)c(S(=O)(=O)N2CCCC2)c1 (stereo not drawn) | -0.5 | 2.1 | -2.5 | -1.7 | 19.8 | 1.5 | -0.6 | -7.3 | -3.1
Cn1ccsc1=NC(=O)c1cc(S(=O)(=O)N2CCOCC2)ccc1Cl | -0.1 | 20.5 | -6.5 | 8.4 | 18.4 | 0.6 | 28.0 | 16.8 | -0.5
Cc1nn(-c2ccccc2)c(N2CCCC2)c1/C=N/O | -2.5 | 0.8 | 3.1 | -1.5 | 4.4 | 0.4 | 8.8 | 20.8 | 5.9
Cc1cc(C(=O)COC(=O)CN(C)S(=O)(=O)c2ccc(Cl)cc2)c(C)n1Cc1cccs1 | -4.8 | 20.5 | -0.3 | 10.5 | 2.5 | 1.0 | 22.8 | 20.0 | -0.6
CCCCn1c(N)c(N(CCC(C)C)C(=O)c2cccc(S(=O)(=O)N3CCN(C)CC3)c2)c(=O)[nH]c1=O | -1.3 | 6.3 | 5.6 | -8.1 | 23.2 | 0.5 | 3.1 | -4.1 | 0.0
CCN(CC)c1ccc(-c2nn3c(-c4n[nH]c5c4CCC5)nnc3s2)cc1 | 6.9 | 7.7 | 0.8 | -24.2 | -17.9 | 1.4 | 50.8* | -3.4 | 29.8
NC(=O)COC(=O)c1c2c(nc3ccccc13)CCC2 | 0.6 | -5.7 | 2.5 | -9.5 | -14.7 | -1.4 | 4.5 | 0.9 | -3.4
Cc1ccc(CNC(=O)CN(c2ccc(Cl)cc2)S(C)(=O)=O)cc1 | -3.5 | 23.1 | 8.3 | -7.0 | 18.7 | 3.5 | -43.5 | 12.5 | -0.2
NC(=O)c1cccc2ccccc12 | -2.6 | -1.1 | -0.1 | 1.6 | 18.3 | -0.3 | 10.8 | 0.8 | 0.3
COc1ccccc1-c1nc(SC)n[nH]1 | -3.6 | 7.0 | -2.6 | -9.0 | -11.8 | 0.1 | -10.9 | -12.5 | 1.5
Cc1c(C2(O)CCCCC2)[nH]c2ncccc12 | -2.0 | 10.9 | 2.1 | 11.5 | 4.7 | 2.6 | 13.7 | 19.7 | 0.9
CCCCN(C)C(=O)C1CCCN(S(=O)(=O)c2ccc3c(c2)CC(C)N3C(=O)C2CC2)C1 (stereo not drawn) | 5.9 | 27.9 | -2.8 | -12.4 | -8.2 | 1.4 | 32.1 | 39.5 | -2.8

For convenience, 3 of the compounds above:
SMILES | APJ agonist | tim23-1 inh | CXCR6 block | TIM10 inh | APJ antagonist | UPR CHOP act | Mdm2-MdmX inh | tim10-1 inh | XBP1 UPR activ
COc1ccccc1-c1nc(SC)n[nH]1 | -3.6 | 7.0 | -2.6 | -9.0 | -11.8 | 0.1 | -10.9 | -12.5 | 1.5
Cc1c(C2(O)CCCCC2)[nH]c2ncccc12 | -2.0 | 10.9 | 2.1 | 11.5 | 4.7 | 2.6 | 13.7 | 19.7 | 0.9
CCCCN(C)C(=O)C1CCCN(S(=O)(=O)c2ccc3c(c2)CC(C)N3C(=O)C2CC2)C1 (stereo not drawn) | 5.9 | 27.9 | -2.8 | -12.4 | -8.2 | 1.4 | 32.1 | 39.5 | -2.8

New compounds follow:
SMILES | APJ agonist | tim23-1 inh | CXCR6 block | TIM10 inh | APJ antagonist | UPR CHOP act | Mdm2-MdmX inh | tim10-1 inh | XBP1 UPR activ
Cc1nn(C(C)C(=O)c2cccc(Cl)c2)c(C)c1[N+](=O)[O-] (stereo not drawn) | -3.0 | 3.7 | 3.3 | -13.7 | -7.2 | -1.6 | 5.6 | -9.3 | -2.5
O=c1c2c([N+](=O)[O-])cc([N+](=O)[O-])cc2nc2ccccn12 | 3.8 | 85.5* | 2.4 | 36.5 | -17.8 | -1.1 | 7.6 | 41.7* | 1.8
Cc1oncc1-c1csc(-c2ccccc2)n1 | -0.6 | 5.4 | -4.8 | -1.5 | 17.4 | 6.4 | 4.7 | 11.8 | 2.9
CCOC(=O)C1=C(C)NC2=C(C(=O)c3ccccc32)C1c1ccc([N+](=O)[O-])o1 (stereo not drawn) | 3.9 | 47.6 | 20.7 | 48.6* | -41.7 | 0.3 | 5.0 | 31.1 | -1.0
NC(=O)NC(=O)COC(=O)c1ccc(Cl)c(S(=O)(=O)N(Cc2ccccc2)c2ccc(Cl)cc2)c1 | -2.5 | 35.9 | 16.0 | 25.3 | 7.0 | -1.7 | -7.0 | 38.9 | 0.7
CNc1ccccc1C(=O)OCC(=O)N(CCOC)c1c(N)n(CC(C)C)c(=O)[nH]c1=O | -7.0 | -8.4 | 0.8 | 1.1 | 7.2 | 2.4 | 12.6 | 1.1 | -4.2
N#C/C(=C\c1ccco1)C(=O)Nc1ccc(S(N)(=O)=O)cc1 | -2.4 | -17.0 | 6.3 | -44.7 | 4.0 | 0.7 | -0.9 | -31.8 | 3.0
CCC(C(=O)NCCCN1CCN(CCCNC(=O)C(CC)c2ccccc2)CC1)c1ccccc1 (stereo not drawn) | -3.0 | 15.6 | 5.9 | 0.2 | -10.2 | -0.3 | 14.0 | 4.9 | -1.8
COc1ccc(S(=O)(=O)N2CCN(CC(=O)NC3CC3)CC2)cc1 | 5.5 | 3.3 | 7.2 | -0.7 | 0.8 | -0.2 | 25.4 | 4.7 | -4.7
O=C(Nc1nc2ccccc2c(=O)[nH]1)c1ccccc1SCc1ccccc1 | -2.1 | -11.9 | -8.2 | 2.2 | -3.3 | 0.2 | 27.5 | -22.7 | -2.3
O=C1NC(c2ccccc2)=NC1(Nc1ccccn1)C(F)(F)F (stereo not drawn) | 1.8 | 3.6 | -1.2 | -2.4 | 10.9 | 2.3 | -24.0 | 1.7 | 0.4
COCc1nnc(NC(=O)c2ccc(S(=O)(=O)N3CCOCC3)cc2)o1 | -3.5 | -2.2 | 2.5 | -10.5 | 11.9 | -1.2 | 12.3 | -9.3 | -3.4
O=C1NC2=C(C(=O)CCC2)C(c2ccc3ncccc3c2)N1 (stereo not drawn) | 3.1 | 14.1 | 4.4 | -1.1 | -7.6 | -2.5 | 17.1 | -3.6 | -1.9
CCC(NS(=O)(=O)c1ccc(OC)cc1)C(=O)NCCC1=CCCCC1 (stereo not drawn) | -6.2 | 22.1 | -2.9 | 20.7 | 13.9 | 0.3 | 7.0 | 21.0 | -1.2
Cc1ccc(C)c(N2CCN(C(=O)c3ccc(CS(=O)(=O)c4ccccc4C)o3)CC2)c1 | 0.7 | -1.1 | -3.8 | 24.6 | -21.3 | 0.0 | 30.9 | 14.0 | 3.4
Cc1ccc(NC(=O)NCc2ccncc2)cc1Cl | 1.0 | 5.7 | -10.0 | 20.9 | 5.3 | 7.3 | -15.7 | 5.7 | 3.1
CCC1=C(OC(=O)N(CC)CC)N2C(=O)OC(=NCC(=O)OC)[C@]2(C)[C@H]2C1=CC[C@H]1C(=O)NC(=O)[C@H]12 | -3.9 | -0.5 | -6.8 | 0.2 | -1.7 | 1.3 | 6.4 | 2.1 | 2.5
Cc1ccc(OC(C)C(=O)N2CCCc3ccccc32)cc1 (stereo not drawn) | -3.7 | 29.0 | -1.6 | 22.8 | 3.2 | -1.8 | 8.4 | 24.2 | 1.8
COc1cc(NC(=O)c2ccc(OCc3c(C)noc3C)c(OC)c2)cc(OC)c1 | -0.3 | -8.1 | 0.8 | -7.3 | -8.3 | -1.3 | 38.6 | -13.8 | -2.6
Cc1ccc(OCc2ccc(C(=O)NCc3cccnc3)cc2)cc1C | -1.4 | 27.2 | -11.6 | 11.6 | 28.5 | 3.5 | 2.3 | 18.2 | -2.3
O=C(Cc1ccc(F)cc1)N[C@@H]1c2ccccc2CC[C@@H]1OCc1ccccc1 | x | 14.2 | 11.6 | -19.5 | x | 1.8 | 48.7 | -1.7 | 0.9
CC1=NNC(=O)C1CCC(=O)N/N=C/c1ccco1 (stereo not drawn) | -2.0 | 7.6 | -10.9 | -0.8 | 7.7 | 0.5 | 17.5 | -2.8 | -4.2
O=C(NCc1ccco1)c1cc(S(=O)(=O)N2CCCc3ccccc32)ccc1Cl | -8.7 | -12.8 | 1.9 | -9.0 | -2.6 | -1.1 | 10.2 | 26.8 | -1.0
C=CCOc1ccc2cccc(/C=N/NC(=O)c3cc4cc([N+](=O)[O-])ccc4s3)c2c1 | -0.7 | -8.7 | -2.7 | 10.4 | -8.6 | 54.8* | 32.3 | 9.4 | 46.5*
COC(=O)CCc1c(C)c(C(=O)c2cccc(OC)c2OC)c2ccccn12 | -1.6 | 18.6 | 1.6 | 23.4 | 15.6 | 1.5 | 11.9 | 25.2 | -3.4
CCCCNC(=S)NNC(=O)c1csc(C)c1 | -5.9 | 2.3 | 7.9 | -1.8 | -6.5 | -2.2 | 10.7 | 13.0 | 0.8
COC(=O)c1ccccc1NC(=S)NC(C)=O | -5.4 | -6.8 | 5.3 | -0.2 | 5.4 | -0.9 | -16.8 | 8.7 | 6.6
O=S(=O)(NCCc1cn2ccccc2n1)c1ccc2c(c1)OCCO2 | 2.2 | 12.4 | 4.6 | -1.3 | 16.0 | 0.2 | 5.5 | 12.4 | -2.4
Cc1nn(C)cc1CNCc1ccc(OCC(O)CN(C)Cc2ccccc2)cc1 (stereo not drawn) | -3.1 | 8.7 | 0.1 | -12.7 | -9.8 | -0.1 | 6.9 | 17.6 | 0.1
Cc1ccc(S(=O)(=O)NC(C)C(=O)Nc2ccccc2C(=O)N2CCCC2)cc1 (stereo not drawn) | -6.5 | 8.4 | -5.6 | 10.1 | 6.2 | -0.9 | -0.5 | -2.6 | -1.5
Cc1ccc(CNC(=O)/C=C/c2ccccc2Cl)cc1 | -0.9 | 0.9 | 2.1 | 2.0 | 14.1 | -0.4 | -17.2 | -5.4 | -1.0
O=C1Cc2cc(NS(=O)(=O)c3cc(F)ccc3F)cc3c2N1CCC3 | 0.3 | -0.7 | 4.4 | 3.9 | 18.9 | 2.0 | 5.5 | 3.2 | 2.1
CC(c1ccon1)N(C)Cc1cn(C)nc1-c1cccc(Cl)c1 (stereo not drawn) | -3.4 | 15.8 | -6.6 | 0.5 | -8.8 | -3.4 | 14.2 | 17.3 | -0.3
COc1ccc2sc(N(CCN(C)C)C(=O)/C=C/c3cccs3)nc2c1 | 1.9 | 18.8 | 1.0 | 1.0 | -3.8 | 1.5 | 45.7 | 14.1 | 0.9

These rows are one share of the data. The share of hits here may be higher or lower than overall.
